Source: PubChem BioAssay
CAL PDZ FP-1 – blocks peptide binding to the human CAL PDZ domain; Q9HD26; purified CAL PDZ, TMR-peptide fluorescence polarization, 1 h; inhibition, % at 24.9 µM; 300,000 tested, 0.92% active; AID 602252;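 active = mean inhibition of at least 30% with at least half of replicates also reaching 30%; inconclusive = no clear call, values can overlap the other calls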;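 note: 0% = DMSO neutral control and 100% = excess unlabeled competitor peptide PRC23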
MITF act – MITF TRPM1 promoter activation in melanoma cells | activation, % at 12.5 µM | 300,000 tested, 0.75% active | AID 588334 | SK-MEL-5 TRPM1-promoter luciferase, 24 h; % of positive control, neutral wells = 0;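 active = mean activation of at least 80% with every replicate also reaching 80%; inconclusive = mean reaches 80% but some replicate falls short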;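 note: 0% = neutral control wells and 100% = parthenolide positive control wells; values of inactives mirror those of a sister screen read the other way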
phage Ecoli inh – E. coli growth loss with phage present. growth absorbance. inhibition, % at 11.9 µM. 360,000 tested, 0.26% active. AID 651602; in the data active = inhibition above about 11%
AddAB inh – less growth of phage-infected E. coli with AddAB; E. coli expressing H. pylori AddAB, absorbance growth; 330,000 tested, 0.29% active; inhibition, % at 11.9 µM; in the data active = inhibition above about 12%;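 note: 0% = vehicle wells of infected cells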
Tat export inh – blocks Tat-dependent protein export in E. coli. E. coli MC4100 TorA-mCherry Tat export, fluorescence. inhibition, % at 10 µM. 340,000 tested, 0.036% active. AID 488895;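 active = mean replicate inhibition at least 50% and at least half of replicates individually reaching 50%; inconclusive = only one of the two criteria met; inactive = neither criterion met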;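 note: exported cargo escapes ClpAP degradation while cytoplasmic cargo is degraded and loses fluorescence; 0% = median of neutral control wells and 100% = median of NaSCN control wells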
Ecoli viability – bacterial growth inhibition, counter-screen for AddAB inhibitors. 330,000 tested, 0.27% active. AID 449728. inhibition, % at 11.9 µM. E. coli V3065 growth, OD600 absorbance, 18 h;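 active = inhibition above the campaign's mean inhibition across all tested compounds plus 3 SD, cut at about 9.9% in these data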;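 note: uninfected addAB+ strain grown without phage in ampicillin broth; 0% = DMSO wells and 100% = ciprofloxacin 0.95 µg/ml wells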
CAL PDZ FP-2 – human CAL PDZ-peptide interaction inhibition. AID 504414. purified CAL PDZ, TMR-peptide fluorescence polarization, 1 h. 330,000 tested, 0.02% active. inhibition, % at 20 µM. Q9HD26;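 active = highest replicate inhibition of at least 40%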;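 note: plate controls were DMSO neutral control wells for no effect and unlabeled competitor peptide control wells for full effect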
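Test system: purified CerCALP PDZ construct; Compound dosing: one concentration, 20 µM compound; Also added: TMR-labelled reporter peptide T*-PRC34 bound in PDZ groove; Read-out: inhibition from polarization loss; Controls: unlabelled peptide and DMSO controls; Signal: FP readout, S and P plane fluorescence; Incubation: 1 h at RT.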
SR-BI DiI-HDL act – enhances SR-BI lipid uptake from DiI-HDL | CHO ldlA[mSR-BI] cells, DiI-HDL uptake fluorescence, 3 h; 100 = double the neutral-control signal | activation, % at 12.5 µM | 320,000 tested, 0.096% active;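 active = mean replicate activation of at least 60% and every replicate at or above 60%; inconclusive = mean or all-replicate condition met, but not both; inactive = mean below 60% and not all replicates reaching 60%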;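 note: 0% = median plate neutral-control signal and 100% = twice that signal; values of inactives mirror those of a sister screen read the other way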
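Material: SR-BI-overexpressing, LDLR-lacking CHO cells | Dosing: Single compound concentration, delivered by pin transfer | Probe or stimulus: Labelled HDL, 10 µg/mL | Signal: Bottom-read cell fluorescence after medium removal, ex 550/em 595 nm | Schedule: 3 h, 37 °C | Evaluation: HDL uptake via cellular fluorescence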
SR-BI HDL uptake – inhibitors of mouse SR-BI mediated HDL lipid uptake. Q61009. ldlA[mSR-BI] CHO cells, DiI-HDL uptake fluorescence, 3 h. inhibition, % at 12.5 µM. 320,000 tested, 0.96% active. AID 488896;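 active = mean replicate inhibition of at least 70% and a set share of replicates each scoring 70 or more; inconclusive = meets just one of the two criteria; inactive = fails both criteria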;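 note: 0% = median of neutral control wells and 100% = median of positive control wells; values of inactives mirror those of a sister screen read the other way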
Target sequence (Q61009 whole entry, looked up): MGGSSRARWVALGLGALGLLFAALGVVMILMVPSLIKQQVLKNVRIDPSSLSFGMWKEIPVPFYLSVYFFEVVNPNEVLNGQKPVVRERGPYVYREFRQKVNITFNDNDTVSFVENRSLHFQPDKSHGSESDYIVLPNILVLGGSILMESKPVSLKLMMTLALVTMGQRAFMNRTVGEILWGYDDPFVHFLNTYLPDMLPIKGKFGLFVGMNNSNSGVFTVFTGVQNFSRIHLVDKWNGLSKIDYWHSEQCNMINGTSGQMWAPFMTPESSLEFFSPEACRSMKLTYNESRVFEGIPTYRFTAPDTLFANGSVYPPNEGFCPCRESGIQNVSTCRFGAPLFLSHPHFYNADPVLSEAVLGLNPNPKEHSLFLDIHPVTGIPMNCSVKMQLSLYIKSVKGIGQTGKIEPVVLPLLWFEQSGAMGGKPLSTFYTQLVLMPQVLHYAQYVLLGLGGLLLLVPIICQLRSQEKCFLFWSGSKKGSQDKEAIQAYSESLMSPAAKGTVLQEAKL
Wnt bcat act – activators of Wnt/beta-catenin signaling; AID 743398; activation, % at 9.35 µM; 300,000 tested, 1.2% active; Wnt/beta-catenin reporter cell assay, activator, plate reader; in the data active = activation above about 30%, passing the limit was not always enough; inconclusive = no clear call, values can overlap the other calls;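 note: 0% = neutral control wells and 100% = positive control wells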
Numbers without * were called inactive; ? = inconclusive; . = not tested or not shown; & = joins results of further samples.

SMILES | CAL PDZ FP-1 | MITF act | phage Ecoli inh | AddAB inh | Tat export inh | Ecoli viability | CAL PDZ FP-2 | SR-BI DiI-HDL act | SR-BI HDL uptake | Wnt bcat act
COc1ccc(S(=O)(=O)N2CCN(C/C=C/c3ccccc3)CC2)cc1NC(C)=O | 0 | -3 | 2.6 | -0.5 | 0 | 1.4 | -2.7 | . | 0 | -3
O=C(C1=C[C@H](C2CCCCC2)C[C@H](OCCCCO)O1)N1CCOCC1 | 1 | . | 1.9 | 2.7 | -11 | -1.5 | -0.7 | 4 | -4 | -2
Nc1ccccc1S(=O)(=O)NCCCCc1ccccc1 | 1 | -11 | 0.8 | 0.6 | -5 | 2.7 | -0.6 | 8 | -8 | 0
CCOC(=O)CCNC(=O)Nc1ccc2nc(C)n(Cc3cccc(Cl)c3)c(=O)c2c1 | -17 | 0 | 0.5 | -0.1 | 10 | 1.7 | -3.7 | -14 | 14 | .
O=C(O)CCN1C(=O)/C(=C\c2ccc(OCc3ccccc3)c(OCc3ccccc3)c2)SC1=S | -5 | -2 | 1.5 | -1.1 | 0 | -2.1 | -0.5 | -3 | 3 | -1
CCc1nnc(NC(=O)c2cccs2)s1 | -1 | 40 | 2.9 | -0.6 | -12 | -0.3 | 0.9 | 12 | -12 | 15
CCOC(=O)n1c(=O)n(Cc2ccc(OC)cc2)c2ccccc21 | -6 | -10 | 0.3 | -0.9 | 6 | 0.4 | 0.0 | -6 | 6 | 4
NS(=O)(=O)c1ccc(NC(=O)c2ccc(OCC3CCCO3)cc2)cc1 (centres undefined) | -1 | 15 | 1.9 | 0.8 | -5 | -0.4 | -0.5 | -12 | 12 | -1
COc1ccc(C(=O)N2CCCC2)cc1S(=O)(=O)N1CCOCC1 | . | 2 | 1.7 | -1.5 | -2 | 0.1 | -2.0 | -12 | 12 | .
Cc1ccc(N2C(=O)c3oc4ccccc4c(=O)c3C2c2cccc(O)c2)nc1 (centres undefined) | . | 9 | 2.1 | 4.8 | -8 | 0.5 | -3.5 | 13 | -13 | -2
CCOC(=O)c1c(C)oc2c1C(=O)c1ccccc1C2=O | 5 | -95 | 4.6 | 2.5 | -1 | 1.3 | -0.1 | -10 | 13 | 1
COc1ccc2cc(-c3csc(-c4cccnc4)n3)ccc2c1 | -8 | ? | 1.7 | 2.6 | -2 | -0.3 | -0.5 | -19 | 19 | .
Cc1cccc(NS(=O)(=O)c2ccc(C(=O)N3CCCC3)cc2)c1C | -3 | 5 | 0.5 | 5.2 | 2 | 1.1 | -0.8 | 0 | 0 | -1
Cc1c(Cl)cnc(NC(=O)COC(=O)c2cccc(S(=O)(=O)N3c4ccccc4CC3C)c2)c1Cl (centres undefined) | -3 | -2 | 0.8 | 3.0 | -3 | -0.9 | -1.6 | -15 | 15 | -2
Cc1cc(C)cc(N(CC(=O)NCc2ccco2)C(=O)c2snc(C(N)=O)c2N)c1 | 4 | -13 | 0.5 | 4.9 | 3 | 1.6 | -0.7 | -49 | 49 | .
COc1ccc(Nc2nc(N3CCCC3)nc(N3CCCC3)n2)c(OC)c1 | -2 | -1 | 0.9 | 0.8 | -1 | -2.1 | 1.1 | -45 | 45 | -1
O=C(COc1coc(CN2CCN(c3ccc(F)cc3)CC2)cc1=O)NC1CCCC1 | -2 | -7 | 5.3 | 0.8 | 4 | -2.6 | -0.9 | -5 | 5 | -5
COc1ccc(CN(C(=O)c2cc3ccccc3oc2=O)C2CCCC2)cc1 | -2 | -1 | 2.2 | 2.7 | 4 | 1.0 | -1.7 | -19 | 19 | 2
CCOc1ccc(NC(=O)C(CC)NC(=O)c2ccccc2CO)cc1 (centres undefined) | . | . | 0.5 | 0.2 | -4 | -0.1 | 0.2 | 3 | -3 | .
S=C(Nc1ccc(Cl)cc1)c1sc(N2CCCCC2)nc1N1CCOCC1 | -2 | -6 | 2.3 | 2.0 | -3 | 2.2 | -2.0 | -36 | 36 | .
COc1ccc(CCNC(=O)c2cccc(NS(=O)(=O)c3ccccc3F)c2)cc1OC | -1 | 3 | -0.6 | -1.4 | -7 | 3.0 | -1.9 | -9 | 9 | 0
O=C(Nc1cc(Cl)c(O)c(Cl)c1)C1CCCO1 (centres undefined) | -1 | 8 | 3.1 | 0.8 | -1 | 0.4 | -2.6 | 22 | -22 | 1
Cn1c(CSCc2ccccc2)n[nH]c1=S | -5 | 17 | 1.7 | 1.4 | -4 | -1.6 | -0.4 | -5 | 5 | -1
COc1cccc(N2CCN(C(=O)C3CCN(S(=O)(=O)c4ccc5c(c4)CC(C)N5C(C)=O)CC3)CC2)c1 (centres undefined) | . | -7 | -0.1 | 1.5 | -2 | -1.9 | -0.8 | -14 | 14 | -5
O=C(NCCc1c[nH]c2ccccc12)C(=O)Nc1cc2c3c(c1)CC(=O)N3CCC2 | -7 | 15 | 4.4 | -0.7 | 3 | -3.2 | -2.0 | -23 | 23 | -10
Cc1cc(NC(=O)CSc2nnc(C3COc4ccccc4O3)n2C)no1 (centres undefined) | -2 | 10 | 0.3 | 0.8 | 2 | -0.4 | -0.8 | 10 | -10 | 0
CN(C)S(=O)(=O)c1ccc(Cl)c(NC(=O)CN2CCc3ccccc3C2)c1 | 1 | -2 | 5.1 | 4.9 | 5 | -0.6 | -2.3 | -44 | 44 | -2
Cc1cc(C)nc(Nc2n[nH]c(COc3ccccc3)n2)n1 | . | 59 | 0.7 | 0.6 | 3 | 0.4 | -0.4 | -2 | 2 | .
O=C(c1ccc(COCC(F)(F)F)o1)N1CCCCCC1 | 0 | 15 | 3.1 | 2.6 | -6 | 1.2 | -0.6 | 22 | -22 | .
O=C(Cc1ccccc1)N/N=C/c1ccccc1OCc1ccc(Cl)cc1 | -2 | 69 | 0.5 | 4.1 | -3 | 0.5 | -1.1 | -50 | 50 | .
COc1ccc(S(=O)(=O)N2c3cc(C)ccc3OCC2C(C)(C)C)cc1 (centres undefined) | -23 | . | 4.7 | 0.2 | 3 | -0.6 | -1.7 | 10 | -10 | -20
CCOC(=O)c1nc(C)nc(Sc2n[nH]c(-c3ccc(C(C)(C)C)cc3)n2)c1C | -3 | -3 | 1.1 | 2.3 | 2 | -0.2 | 0.6 | 9 | -9 | -1
O=C(COc1ccccc1)N1CCc2ccccc21 | -1 | 34 | 0.6 | -1.6 | 12 | 0.3 | -1.0 | 17 | -17 | .
O=C1c2ccccc2C(=O)N1c1ncc(Cc2ccc(Cl)cc2)s1 | -7 | 1 | 2.0 | -0.3 | 5 | -0.7 | -11 | 0 | 0 | 1
CCOC(=O)N1CCN(C(=O)c2ccc(Cl)c(NC(=O)c3cccs3)c2)CC1 | 3 | 5 | 0.5 | -0.3 | -2 | 0.7 | -1.0 | -25 | 25 | -3
CCOc1ccc2c(C)c(C(=O)O)oc2c1OCC | -1 | 4 | 0.8 | 2.4 | -8 | 0.0 | -0.8 | 17 | -17 | -1
CCCCCOP(=O)(c1ccccc1)c1ccccc1 | -6 | -4 | 3.0 | 4.0 | 3 | 0.6 | 0.0 | 7 | -7 | 0
O=C(NC1CCc2ccccc21)c1cc(COc2cncc(Cl)c2)on1 (centres undefined) | -3 | 18 | 4.3 | 2.8 | 0 | -0.8 | -0.3 | -25 | 25 | -1
COC(=O)Cc1ccc(NC(=S)N2CCN(c3ccccn3)CC2)cc1 | -3 | 1 | 3.0 | -0.4 | 0 | -0.6 | -0.2 | -1 | 1 | 9
CN(C)CCCNC(=O)c1ccc(Cl)c(S(=O)(=O)N2CCCCCC2)c1 | . | 9 | 2.6 | 1.1 | -4 | -0.2 | -0.2 | 28 | -28 | -2
CCCn1c(SCC(=O)NC2CCC(C)CC2)n[nH]c1=O (centres undefined) | -1 | 7 | -1.1 | 1.1 | 3 | -2.0 | 1.4 | 9 | -9 | -2
Cc1ccc(S(=O)(=O)N2[C@@H](c3ccc(C(C)(C)C)cc3)C(C(=O)O)=CC[C@H]2c2ccc3c(c2)OCO3)cc1 | -10 | -3 | 2.3 | 0.7 | 1 | -1.2 | -0.4 | 19 | -19 | -3
COc1ccc(C2Nc3ccccc3C(=O)N2NC(C)=O)c(OC)c1 (centres undefined) | -1 | -11 | 0.3 | -1.0 | -10 | -5.0 | -1.2 | 16 | -16 | -2
CCc1ccccc1N(C(=O)c1snc(C(N)=O)c1N)C(C(=O)NCC1CCCO1)c1ccc(OC)c(OC)c1 (centres undefined) | -3 | -20 | 0.0 | . | -7 | . | 0.2 | 14 | -14 | 0
CSCCC(=O)N1CC[C@@H](N2CCN(c3ccccc3F)CC2)[C@H](O)C1 | -3 | -2 | -0.3 | 4.5 | 0 | -0.5 | . | 14 | -14 | 0
CC1(C)S[C@@H]2[C@H](NC(=O)Cc3ccccc3)C(=O)N2[C@H]1C(=O)O | -2&-5 | -5&3 | 3.2&-0.1 | 1.8&-0.3 | -17&-1 | -1.4&1.2 | 1.3&-1.1 | 22&9 | -22&-9 | 9&1&2
CS(=O)(=O)N(CC(=O)Nc1ccc2c(c1)OCO2)c1ccccc1 | -6 | 8 | 1.2 | 3.7 | 0 | -0.6 | -1.5 | -18 | 18 | 14
COc1ccc(OC)c(CCNC(=O)c2cccc(NC(=O)C3=C(C)OCCS3)c2)c1 | -1 | 3 | 1.1 | 1.2 | 5 | -2.2 | -1.6 | -57 | 57 | -4
Cc1cccc(N2CCN(C(=O)COc3ccc4c(c3)CCC4)CC2C)c1 (centres undefined) | -3 | 20 | 3.4 | 4.0 | 1 | 1.2 | -0.6 | -6 | 6 | -1
Cc1cc(C)nc(NC2=NCCN2C(=S)Nc2ccc(C)c(C)c2)n1 | -4 | . | -0.5 | 6.9 | -3 | -0.5 | 0.8 | -19 | 19 | 27

The listing continues:
SMILES | CAL PDZ FP-1 | MITF act | phage Ecoli inh | AddAB inh | Tat export inh | Ecoli viability | CAL PDZ FP-2 | SR-BI DiI-HDL act | SR-BI HDL uptake | Wnt bcat act
COc1ccccc1NC(=O)CCc1nnc2ccc(N3CCN(C)CC3)nn12 | . | 10 | -0.4 | 1.5 | -3 | 0.5 | 0.3 | 15 | -15 | -4
N#Cc1ccccc1COC(=O)c1ccc2c(c1)OCO2 | 0 | 59 | -1.6 | 0.6 | -8 | -1.2 | -0.3 | 14 | -14 | -3
COC(=O)c1ccccc1NC(=O)CN(C)S(=O)(=O)c1cc(C)ccc1OC | 9 | 3 | 2.4 | 5.2 | -8 | 0.7 | -1.4 | -6 | 6 | 0
CCCCc1ccc(-n2c(Cc3cccs3)n[nH]c2=S)cc1 | -2 | 10 | -0.6 | -0.3 | 10 | -0.7 | -2.8 | 8 | -8 | -9
Oc1cccc(C2c3[nH]c4ccccc4c3CCN2Cc2ccoc2)c1 (centres undefined) | 1 | -20 | 4.1 | 6.0 | 2 | 2.3 | -3.2 | -1 | 1 | 0

An unsorted share of the library; 3.6% or so of the library scored in one or more.
